Rat MKP-3 inhibitors: MKP-3 phosphatase inhibitors, primary screen, biochemical, rat enzyme, in vitro (AID 425). inhibition, % at 20 µM, or IC50 in µM where a hit was titrated. 0.17% of 110,000 active. recombinant MKP-3 phosphatase activity, fluorescence; higher % means a stronger effect; in the data active = inhibition above about 50%;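 also: plate controls were vehicle for no effect and reference inhibitor for full effect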
Hsp70 displacement: small molecules displacing fluorescent ligand from Hsp70 – biochemical, fluorescence polarization, primary screen (AID 583) | 0.06% of 140,000 active | Hsp70 fluorescence polarization probe displacement, mP; higher % means a stronger effect | one-dose displacement, % at 20 µM; IC50 in µM for titrated hits; in the data active = displacement above about 50%;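 also: plate controls were vehicle for no effect and reference ligand for full effect; a part of the inactive calls stands beside numbers as strong as those of hits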
Numbers without * were called inactive; . = not tested or not shown; & = joins results of further samples.

Rat MKP-3 inhibitors | Hsp70 displacement | SMILES
2% | -5.3% | Cc1ccc(S(=O)(=O)Nc2ccccc2Br)cc1[N+](=O)[O-]
2% | -1.9% | Cc1ccc(OCCOc2cccc(/C=C3/SC(=S)N(C)C3=O)c2)cc1C
. | 9.6% | CCCCOc1ncnc2c1[nH]c1ccc(OC)cc12
. | -0.3% | O=C(Nc1cc(Cl)ccc1Cl)C1CC(=O)N(c2ccc(Br)cc2)C1 (stereo not given)
-13% | 1.6% | O=S(=O)(Nc1ccc(N2CCOCC2)cc1)c1cccs1
0% | -0.4% | O=C1NC(=S)S/C1=C/c1ccc(-c2ccc(F)cc2)o1
. | 4.0% | CCN1N=C(c2ccccc2)Cn2c1nc1ccccc12
1% | 2.8% | CCOC(=O)C1=C(C)N(C)C(=O)NC1c1cc2c(cc1[N+](=O)[O-])OCO2 (stereo not given)
0% | -0.4% | CN1CCN(NC(=O)c2ccc(Cl)cc2[N+](=O)[O-])CC1
-4% | -2.3% | COc1ccc(-c2oc3ncn4nc(COc5ccccc5)nc4c3c2-c2ccc(OC)cc2)cc1
4% | 0.0% | COc1ccc(-c2cc(C(F)(F)F)n3nc(C(=O)NCCN4CCOCC4)c(Cl)c3n2)cc1
. | -2.6% | CCOC(=O)/C(C#N)=C1\C=CN(C)C(C)=N1
0% | 0.2% | Fc1ccccc1OCCOCCN1CCCCC1
5% | -7.7% | CCc1cc(C)cc(OCCOc2ccccc2/C=N/n2cnnc2)c1
0% | 0.8% | C=CCNc1nc(Nc2ccccc2)nc(Nc2ccccc2)n1
2% | 5.3% | CC(C)(C)c1ccc2[nH]c3c(c2c1)CCCC3=O
-2% | -2.5% | COc1ccc(-n2nc(C(=O)NCC(=O)NCc3ccco3)c3ccccc3c2=O)cc1Cl
-20% | -3.4% | Cc1ccc(NC2SC(=O)N(Cc3cccc(C(=O)O)c3)C2=O)cc1 (stereo not given)
-3% | -1.5% | CC1CN(Cc2nc3c(c(=O)n(C)c(=O)n3C)n2Cc2cccc(Cl)c2)CC(C)O1 (stereo not given)
1%&2% | 1.7%&-1.6% | CCOc1cc(C(=O)Nc2ncccn2)cc(OCC)c1OCC
0% | -1.5% | Cc1ccc(-n2nc3cc(C)c(NC(=O)c4cccc([N+](=O)[O-])c4)cc3n2)cc1
-13% | 2.7% | COC(=O)c1ccc(NC(=O)CSc2nnc(COc3ccc4c(c3)CCCC4)o2)cc1
. | 1.0% | CCCC1C2C(=O)N(c3ccccc3)C(=O)C2ON1c1ccccc1 (stereo not given)
4% | 0.4% | CCCCC(=O)Nc1ccccc1C(F)(F)F

Structures listed so far with a nitro group on carbon:
Rat MKP-3 inhibitors | Hsp70 displacement | SMILES
2% | -5.3% | Cc1ccc(S(=O)(=O)Nc2ccccc2Br)cc1[N+](=O)[O-]
1% | 2.8% | CCOC(=O)C1=C(C)N(C)C(=O)NC1c1cc2c(cc1[N+](=O)[O-])OCO2 (stereo not given)
0% | -0.4% | CN1CCN(NC(=O)c2ccc(Cl)cc2[N+](=O)[O-])CC1
0% | -1.5% | Cc1ccc(-n2nc3cc(C)c(NC(=O)c4cccc([N+](=O)[O-])c4)cc3n2)cc1

The listing picks up, repeating the 2 entries before the break.
Rat MKP-3 inhibitors | Hsp70 displacement | SMILES
. | 1.0% | CCCC1C2C(=O)N(c3ccccc3)C(=O)C2ON1c1ccccc1 (stereo not given)
4% | 0.4% | CCCCC(=O)Nc1ccccc1C(F)(F)F
-6% | 7.4% | CC1CC(C)CN(C(=O)CCCn2c(=S)[nH]c3ccccc3c2=O)C1 (stereo not given)
2% | -5.7% | O=C(Nc1ccccc1)c1ccc(Cl)c(S(=O)(=O)Nc2ccc(Br)cc2)c1
. | 4.4% | Cc1ccc(NC(=O)N2CCC(O)(c3cccnc3)CC2)cc1
1% | 3.0% | CCN(CC)c1ccc(NC(=O)/C=C\c2ccccc2Cl)cc1
-8% | 105% | O=c1oc2c3c4c(cc2cc1-c1nc2ccccc2[nH]1)CCCN4CCC3
. | -7.1% | Cc1ccc2nc(Nc3nc(CSc4nnnn4-c4ccccc4)cc(=O)[nH]3)nc(C)c2c1
-3% | 5.0% | CCC(C(=O)Nc1ccccc1C(=O)N1CCCC1)N1C(=O)c2ccccc2C1=O (stereo not given)
5% | 1.9% | O=C(Nc1ccccc1C(=O)O)c1cccs1
-4%&2% | 3.9%&2.1% | CCN(CC)C(=O)COc1ccc2oc(C)c(C(=O)OC(C)C)c2c1
-4% | -5.1% | COc1ccc(NC(=O)COc2nc(N(C)C)nc(N(C)C)n2)cc1
3% | -1.8% | CCOC(=O)N(CCCC(=O)OC)CP(=O)(OCC)OCC
-3% | 1.0% | COCCSc1ccccc1C(=O)NCC1CCCO1 (stereo not given)
-2%&-3% | -0.7%&1.1% | CN(C)C=NC(=O)/C(C#N)=C1\CCc2ccccc2N1
-4% | 1.0% | CCSc1nnc(NC(=O)C2CCCN(S(=O)(=O)c3cnc[nH]3)C2)s1 (stereo not given)
-14% | 4.3% | OC1CCN(C(c2ccc3ncccc3c2)c2nnnn2C2CCCCC2)CC1 (stereo not given)
0% | 0.3% | O=C(CCCN1C(=O)c2ccccc2C1=O)Nc1c2c(nc3c1CCC3)CCC2
-3% | 3.3% | Cc1ccc(C(=O)N2C(C)CCCC2C)cc1[N+](=O)[O-] (stereo not given)
4% | 2.8% | O=C(COc1ccccc1)Nc1cc([N+](=O)[O-])ccc1Cl
. | 1.1% | COc1ccccc1NC(=S)NCCc1ccccc1
8% | 4.2% | COc1c(C)cccc1C(=O)Nc1cc(-c2nn3c(C)nnc3s2)ccc1C
0% | 0.6% | COc1ccc(S(=O)(=O)Nc2ncccc2O)cc1
2% | 0.2% | C=CCN1C(=O)/C(=C\c2cc(Cl)c(OCc3ccccc3Cl)c(OC)c2)SC1=S
2% | -2.4% | CCOC(=O)C1=C(C)N=c2s/c(=C\c3ccc([N+](=O)[O-])o3)c(=O)n2C1c1cccs1 (stereo not given)
-1% | -4.8% | Cc1ccc(/C(N)=N/OC(=O)c2ccc(F)cc2)cc1
2% | 7.7% | CCOc1ccc(NC(=O)N(C2CCCCC2)C(C)c2ccncc2)cc1 (stereo not given)
0% | -2.0% | COc1ccc(N2CCN(CC(=O)Nc3ccc(-n4cnnn4)cc3)CC2)cc1
6% | . | Cn1c(=O)[nH]c(=O)c2c1nc(Sc1ccccc1)n2CCc1ccccc1
0% | 0.1% | Cc1ccc(OCC(=O)N2CCN(C(=O)CCC3CCCC3)CC2)cc1
-9% | 3.0% | O=C(O)Cn1cnc2scc(-c3cccs3)c2c1=O
4% | -24% | COc1cc(/C=C2/SC(=S)N(CC(=O)O)C2=O)cc(Cl)c1O
1% | -0.1% | O=C(COc1ccc2ccccc2c1)Nc1ccccc1C(=O)Nc1ccccc1
. | -0.8% | O=C(Nc1ccccc1C(=O)O)c1cccc(F)c1
1% | -3.2% | O=C(Nc1ccccc1F)c1ccn(C(=O)c2cccc(Cl)c2)n1
-1% | -2.1% | Cc1ccc(OCC(=O)NCc2ccncc2)c(C)c1
3% | -2.5% | COc1ccc(CCNC(=O)CCc2ccccc2)cc1
-3% | -0.3% | CCCCc1nc(N2CCOCC2)c(C#N)c2c1COC(C)(C)C2
4% | -0.5% | CCOc1ccccc1N1CCN(C(=O)c2sc3ccccc3c2Cl)CC1
. | 2.8% | COc1ccc(S(=O)(=O)N(C)CC(=O)NCc2ccco2)cc1
-3% | -3.0% | O=C1CCC(=O)N1OCCCOc1ccc2c(c1)CCC2
9% | -2.9% | CCOC(=O)c1nnn(-c2ccccc2C#N)c1C
-2% | -0.8% | C1=C(c2ccccc2)CCN(c2nc3ccccc3n3cnnc23)C1
. | -0.6% | CC(CNCC1CCCO1)COc1ccccc1 (stereo not given)
-13% | 0.2% | O=C1CN(C(=O)COC(=O)CCC(=O)c2ccc3c(c2)OCCO3)c2ccccc2N1
-7% | 6.9% | Cc1nn(-c2cccc(C(F)(F)F)c2)c(Cl)c1/C=N/n1cnnc1
-3% | 2.6% | Cc1ccccc1Cn1cc(S(=O)(=O)CC(=O)Nc2nccs2)c2ccccc21
-3%&-2% | 4.4%&4.4% | COc1ccccc1N1CCN(C(=O)N2CCOCC2)CC1
5% | -3.5% | O=C(/C=C/c1ccccc1)N1CCC(CN2C(=O)c3cccc4cccc(c34)C2=O)CC1
3% | 6.9% | CCOc1ccccc1/C=c1\sc2ncnn2c1=O
4% | 1.2% | Cc1ccc(N2CC(C(=O)Nc3cccc(Cl)c3C)CC2=O)cc1 (stereo not given)
-4% | 3.8% | COc1cc(NS(=O)(=O)c2ccc([N+](=O)[O-])cc2)cc(OC)c1
3% | -0.8% | O=C(C1CCC1)N1CCc2cc(S(=O)(=O)NCCN3CCN(c4ccccc4F)CC3)ccc21
-2% | 4.1% | Cc1cc(C(F)F)n2nc(C(=O)Nc3ccccc3Br)nc2n1
. | 4.8% | O=C(CSc1nnc(NC2CCCCC2)s1)Nc1ccc(N2CCOCC2)cc1
. | 2.7% | CC(CNC(=O)C1CCCCC1C(=O)O)c1ccccc1 (stereo not given)
. | 2.3% | CCS(=O)(=O)c1ccc2oc(Nc3cc(C)cc(C)c3)nc2c1
2% | 0.0% | CCN1CCN(C(=O)C2CCN(Cc3nc(-c4cccc(Cl)c4)oc3C)CC2)CC1

More structures.
Rat MKP-3 inhibitors | Hsp70 displacement | SMILES
. | 4.6% | Oc1c(Br)cc(C2N=C(c3ccccc3)NO2)cc1Br (stereo not given)
0% | -2.0% | CCN1C(=N)N(c2nc(N(C)C)nc(N(C)C)n2)CC1=O
-1% | 3.5% | CCOC(=O)N1CCN(C(=O)c2cn(CC)c3cc(N4CCN(C)CC4)c(F)cc3c2=O)CC1
. | 6.0% | CC/C(=N/Nc1ccccc1)c1cnnc(-c2ccccc2)n1
. | 4.0% | CCOC(=O)c1ccc(N2C(=O)CC(N3CCC(O)(c4ccc(Br)cc4)CC3)C2=O)cc1 (stereo not given)
0% | 3.0% | CCn1c(SCC(=O)Nc2ccc(S(N)(=O)=O)cc2)nnc1-c1cccc(OC)c1
-8% | 2.7% | Cc1nc2ncnn2c(N2CCN(C(=O)c3cccc(F)c3)CC2)c1Cc1ccccc1
8% | -0.9% | Cc1cc(C(=O)Nc2ccc3nn(-c4ccccc4)nc3c2)ccc1[N+](=O)[O-]

Complete entries, quoted from the list. Screens in order: Rat MKP-3 inhibitors	Hsp70 displacement
Oc1c(Br)cc(C2N=C(c3ccccc3)NO2)cc1Br (stereo not given) reads .	4.6%
CCOC(=O)N1CCN(C(=O)c2cn(CC)c3cc(N4CCN(C)CC4)c(F)cc3c2=O)CC1 reads -1%	3.5%

Next compounds.
Rat MKP-3 inhibitors | Hsp70 displacement | SMILES
-6% | 1.0% | Cc1c(OCc2nn[nH]n2)ccc2c3c(c(=O)oc12)CCC(C)C3 (stereo not given)
. | -0.6% | COc1ccccc1OCC(=O)Nc1cccc(N(C)S(C)(=O)=O)c1
-1% | 0.4% | Cc1ccc(C(=O)c2ccc(Br)cc2)cc1S(N)(=O)=O
. | 6.8% | CCN1CCN(C(=O)C2(NC(=O)Nc3ccccc3Cl)CCCCC2)CC1
4% | -3.7% | O=C(Nc1cc(F)c(F)cc1Cl)NC(c1ccccc1)c1ccccc1
1% | 5.4% | NC(=O)C1CCN(C2CC(=O)N(c3ccccc3)C2=O)CC1 (stereo not given)
-17% | 3.1% | COc1ccc(CSCCN)cc1Cl
4% | . | N#CCSCC(=O)Nc1ccccc1
-3% | 3.1% | CCn1c(SCC(=O)c2cc(OC)ccc2OC)nc2c1c(=O)n(C)c(=O)n2C
-2% | -0.6% | CCC(C)NC(=O)C1CCN(S(=O)(=O)N2CCCC2)CC1 (stereo not given)
3% | 1.9% | CC(C)NC(=O)c1cnn(-c2ccccc2)c1NC(=O)c1ccccc1
-4% | 2.1% | CCN(c1ccccc1)S(=O)(=O)c1ccc(OCc2c(C)noc2C)cc1
4% | -1.2% | Cc1ccc(SCCNC(=O)CN(c2ccc(C)cc2)S(C)(=O)=O)cc1
. | 0.0% | COc1cc2c(cc1NC(=O)CN1CCN(S(=O)(=O)c3ccccc3F)CC1)oc1ccccc12
-2% | -1.5% | CCOC(=O)c1ccc(-n2ncc(C(=O)OCC)c2N)cc1
0% | -8.3% | CC1(c2ccc(Br)cc2)NN=C(c2ccccc2)S1 (stereo not given)
-10% | 5.9% | CCn1c(CNC(=O)Cc2ccc(OC)cc2)nnc1SCC(=O)Nc1nccs1
-11% | 6.7% | CCCn1c(SCC(=O)Nc2cccc(C(=O)OCC)c2)nnc1-c1ccoc1C
-5% | 4.6% | O=C(c1cnn2c1NC(c1cccs1)CC2C(F)(F)F)N1CCSCC1 (stereo not given)
-2% | -5.3% | COc1ccc(C(=O)CSc2ccccc2C(=O)O)cc1
2% | 2.1% | COc1cccc(NC(=O)COc2cc(C)ccc2C(C)C)c1
-5% | -3.2% | COCCn1c(Cc2ccccc2)nnc1SCC(=O)Nc1cc(C)on1
6% | 3.8% | COc1cc(-c2nnc(SCC(=O)N(Cc3ccccc3)C(C)(C)C)o2)cc(OC)c1OC
-2% | 7.6% | COC(=O)c1cc(-c2cccs2)nc2ccccc12
5% | 3.0% | Cc1[nH]c2ccccc2c1C(=O)COC(=O)C1CC(=O)N(Cc2ccco2)C1 (stereo not given)
-8% | . | Clc1cccc(OCCN2CCOCC2)c1
3% | -2.3% | S=C(Cc1ccccc1)N1CCOCC1
3% | 1.6% | CS(=O)(=O)N(Cc1ccc(C(=O)N2CCN(c3ccccc3)CC2)cc1)c1ccccc1
3% | -0.9% | COc1ccc(S(=O)(=O)N/N=C/c2cc3c(cc2Cl)OCO3)cc1
4% | -0.9% | Cn1cnnc1SCC(=O)N1c2ccccc2Sc2ccccc21
0% | 5.4% | CCN(CC)c1ccc(NC(=O)c2cccnc2)cc1
-6% | -3.5% | C[C@]12CCC(=O)C=C1CC[C@@H]1[C@@H]2C(=O)C[C@@]2(C)[C@H]1CC[C@]2(O)C(=O)CO
-16% | -1.5% | COc1cc(N(C)C)c(NC(C)=O)cc1C(=O)O

Some of the compounds tested; the hit share may differ from the screen's.
